# MT1-MMP act inh = blockers of MT1-MMP proenzyme processing, primary screen, HT1080 RFP-PRO-GFP cells, GFP/RFP fluorescence | AID 651647, 2012 | GFP/RFP ratio change, % at 20 µM | GFP/RFP ratio fluorescence, overnight; percent of plate control window, DMSO zero | actives 0.061% (n = 360,000);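 active = GFP/RFP ratio change of at least 30% with cell ATP level not reduced by more than half and red fluorescence within 50% of control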; note: strong numbers were not always called active
#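 Test system: HT1080 RFP-PRO-GFP cells; Benchmarks: DMSO and RFP-L50D-GFP cell wells; Timing: cells overnight before dosing, compound overnight, 37 °C, 5% CO2; Compound: one 20 µM compound dose with 1% DMSO; Read-out: GFP/RFP fluorescence ratio.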
# NadD inh = inhibitors of S. aureus NadD, primary screen, biochemical, colorimetric, uHTS | Nicotinate-nucleotide adenylyltransferase NadD (Staphylococcus aureus N315) | purified NadD enzyme, colorimetric absorbance read-out | inhibition, % at 20 µM | actives 0.78% (n = 360,000); in the data active = inhibition above about 26%; note: some compounds past the cut are filed as inactive
# STEP inh = STEP phosphatase inhibitors, primary screen, biochemical, fluorescence intensity, uHTS | recombinant STEP, OMFP fluorogenic substrate | inhibition, % at 20 µM | Tyrosine-protein phosphatase non-receptor type 5 (Homo sapiens), P54829 | actives 0.25% (n = 360,000);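 active = inhibition at 20 µM, scaled per plate between control wells, above about 37%, limit read from the data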;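 note: 0% = DMSO with enzyme and substrate and 100% = substrate only without enzyme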
# Target sequence (P54829 whole entry, looked up): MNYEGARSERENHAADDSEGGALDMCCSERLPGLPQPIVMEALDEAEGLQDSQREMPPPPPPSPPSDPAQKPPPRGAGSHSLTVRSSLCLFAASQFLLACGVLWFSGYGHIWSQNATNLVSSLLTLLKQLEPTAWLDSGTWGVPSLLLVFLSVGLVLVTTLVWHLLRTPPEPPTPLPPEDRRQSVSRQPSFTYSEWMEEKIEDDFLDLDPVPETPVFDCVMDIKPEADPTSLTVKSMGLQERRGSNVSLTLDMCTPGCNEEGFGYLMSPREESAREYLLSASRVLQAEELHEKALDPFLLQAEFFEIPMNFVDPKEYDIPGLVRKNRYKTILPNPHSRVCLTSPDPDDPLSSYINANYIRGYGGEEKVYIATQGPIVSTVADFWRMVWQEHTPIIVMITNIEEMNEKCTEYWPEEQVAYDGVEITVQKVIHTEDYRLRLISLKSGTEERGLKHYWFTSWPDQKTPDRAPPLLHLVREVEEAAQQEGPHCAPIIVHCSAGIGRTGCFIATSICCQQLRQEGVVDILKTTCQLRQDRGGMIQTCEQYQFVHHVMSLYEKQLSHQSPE
#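 System: STEP phosphatase, cell-free reaction; Buffer or medium: Bis-Tris pH 6.0 buffer with DTT, detergent; Incubation: 20 min at room temperature, dark; Measured by: fluorescence, 480/540 nm.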
# SUMO1-SIM PPI = modulators of SUMO1 protein-protein interactions, primary screen, biochemical, uHTS. SUMO1 binding to a labelled peptide, TR-FRET, 1 h. inhibition, % at 20 µM. actives 0.33% (n = 360,000). AID 602429, 2012; in the data active = inhibition above about 37%
# Target sequence (P63165 whole entry, looked up): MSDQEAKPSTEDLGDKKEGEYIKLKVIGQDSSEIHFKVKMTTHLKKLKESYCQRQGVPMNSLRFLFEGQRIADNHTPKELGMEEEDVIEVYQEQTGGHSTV
# CendR NRP1 mod = modulators of CendR peptide binding to NRP-1, primary screen, biochemical, fluorescence polarization, uHTS; Neuropilin-1 (Homo sapiens), O14786; FAM-RPARPAR peptide binding to NRP-1; inhibition, % at 25 µM; actives 0.85% (n = 360,000); AID 602438, 2012;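 active = inhibition or corrected inhibition above about 18%, plus a signal ratio from 0.5 to 1.5, limit read from the data, passing the limit was not always enough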; note: strong numbers were not always called active
# DNMT1 inh = human DNMT1 methyltransferase inhibitors, primary screen, biochemical, molecular beacon, fluorescence, HinP1I cleavage, uHTS; inhibition (reported as % activation of signal), % at 10 µM; DNA (cytosine-5)-methyltransferase 1 (Homo sapiens), P26358; AID 588458, 2011; actives 0.83% (n = 360,000); in the data active = inhibition above about 50%
# Scp1 inh = Scp-1 phosphatase inhibitors, primary screen, biochemical, colorimetric, uHTS. Carboxy-terminal domain RNA polymerase II polypeptide A small phosphatase 1 (Homo …. Recombinant Scp1, phosphopeptide, malachite green phosphate absorbance. inhibition, % at 20 µM. actives 0.88% (n = 340,000);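 active = inhibition above about 50% at 20 µM, limit read from the data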;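 note: plate controls were DMSO wells with enzyme for no effect and wells lacking enzyme for full effect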
#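 Test system – truncated SCP-1 phosphatase (76-261aa) · Reagent – Phosphorylated 17-residue peptide substrate · Incubation – 45 min room-temperature reaction, 5 min colour, 30 min stabiliser · Detection – colorimetric phosphate reagent with accelerator and stabiliser, absorbance at 630 nm · Measure – % inhibition at 20 µM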
# Rpn11 inh = Rpn11 (PSMD14) deubiquitinase inhibitors, primary screen, biochemical, fluorescence polarization, uHTS; 26S proteasome non-ATPase regulatory subunit 14 (Homo sapiens), O00487; human 26S proteasome, Ub4-pepOG fluorescence polarization; 20S core pre-blocked with epoxomicin; calls only at 20 µM; actives 0.59% (n = 360,000);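 active = inhibition at 20 µM, scaled to each plate's controls, above about 33%, limit read from the data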
# Target sequence (O00487 whole entry, looked up): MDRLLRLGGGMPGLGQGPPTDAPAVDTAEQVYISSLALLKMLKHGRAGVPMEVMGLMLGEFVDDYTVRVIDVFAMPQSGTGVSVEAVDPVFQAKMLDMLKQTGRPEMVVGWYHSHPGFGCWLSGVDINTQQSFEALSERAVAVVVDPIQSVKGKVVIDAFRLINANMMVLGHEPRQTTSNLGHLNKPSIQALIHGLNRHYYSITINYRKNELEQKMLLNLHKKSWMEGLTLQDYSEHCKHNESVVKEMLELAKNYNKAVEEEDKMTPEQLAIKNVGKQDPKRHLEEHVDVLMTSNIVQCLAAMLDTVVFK
# SKN-1 block = suppressors of acrylamide-induced Pgst-4::GFP reporter in worms, primary screen, SKN-1 inhibitor project, whole organism, uHTS, GFP/RFP fluorescence ratio, strain VP596; C. elegans VP596 Pgst-4::GFP/RFP ratio, 24 h; inhibition, % at 21.8 µM; actives 0.49% (n = 360,000);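 active = interference check ratio from 0.5 to 1.5 plus GFP to RFP signal ratio inhibition reaching or exceeding a fixed threshold, cut at about 30% in these data, passing the limit was not always enough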; note: some compounds called inactive have numbers as strong as hits
# LMPTP block = LMPTP phosphatase inhibitors, primary screen, biochemical, fluorescence intensity, uHTS. recombinant LMPTP-A, OMFP fluorogenic substrate. actives 0.22% (n = 360,000). inhibition, % at 20 µM. Low molecular weight phosphotyrosine protein phosphatase (Homo sapiens), P24666. AID 651560, 2012;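 active = compounds that cut the enzyme signal by at least half of the control window in the single-dose screen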;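 note: plate controls were DMSO wells with enzyme plus substrate for no effect and substrate without enzyme for full effect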
#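 Test system – LMPTP-A enzyme · Amount – LMPTP-A at 0.625 nM final in the reaction · Buffer or medium – Bis-Tris pH 6.0, DTT, detergent · Reagent – OMFP 400 µM · Doses – single 20 µM dose · Schedule – reaction 50 min, room temperature, dark · Detection – fluorescence intensity of OMFP turnover product · Evaluation – percent inhibition versus substrate-only and uninhibited controls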
# * hit, by the source's call; i = inactive; / = no result given. Not a hit list. About 3.9% of those tested had a hit in this group.
# Start of the data: the first two records, ahead of the listing:
SMILES,MT1-MMP act inh,NadD inh,STEP inh,SUMO1-SIM PPI,CendR NRP1 mod,DNMT1 inh,Scp1 inh,Rpn11 inh,SKN-1 block,LMPTP block
CCOc1cc(/C=C2\C(=O)ON=C2C)ccc1OCc1ccccc1,-1,11,1,40*,-37,8,-18,i,8,-0.7
O=C1Nc2ccccc2C1(O)c1ccccc1O (stereo not given),4,-2,1,0,5,3,-2,i,-1,0.2

# The listing, from the start:
SMILES,MT1-MMP act inh,NadD inh,STEP inh,SUMO1-SIM PPI,CendR NRP1 mod,DNMT1 inh,Scp1 inh,Rpn11 inh,SKN-1 block,LMPTP block
CCOc1cc(/C=C2\C(=O)ON=C2C)ccc1OCc1ccccc1,-1,11,1,40*,-37,8,-18,i,8,-0.7
O=C1Nc2ccccc2C1(O)c1ccccc1O (stereo not given),4,-2,1,0,5,3,-2,i,-1,0.2
c1ccc(CCn2cnc3ccccc32)cc1,1,2,1,5,4,-1,-7,i,23,0.7
Cc1cc(C)c2c3c(oc2n1)C(=O)N(c1cccc(Cl)c1)CC(=O)N3,0,-2,0,-15,14,0,-4,i,1,0.7
CN(C)c1cc(NC(=O)CNC(C)(C)C)c2ccccc2n1,1,0,2,5,3,5,-15,i,14,3.3
CCc1ccc(S(=O)(=O)Nc2ccc(Br)cn2)cc1,2,2,0,5,13,1,3,i,3,-0.8
O=C(NNS(=O)(=O)c1ccccc1[N+](=O)[O-])c1ccccc1Cl,/,1,0,0,4,-2,-4,i,-15,1.5
OCC1(Cc2ccccc2F)CCCN(CCc2ccccc2)C1 (stereo not given),0,-11,2,4,1,2,-3,i,22,-0.1
COc1cccc(/C=N\NC(=O)Cn2nnc3ccccc32)c1O,0,0,2,2,2,-3,3,i,2,-0.6
O=C1OC(c2ccc3c(c2)OCO3)N(C(=O)c2ccc(Cl)c(Cl)c2)c2ccccc21 (stereo not given),0,8,5,0,8,-3,-20,i,8,1.1
CC(=O)N(C)c1ccc(OCC(O)CN(c2ccccc2C)S(=O)(=O)c2ccc(C)cc2)cc1 (stereo not given),3,6,0,-4,11,0,-7,i,23,0.6
COc1ccc(NC(=O)C2C(c3ccc4c(c3)OCO4)=Nc3ccccc3N2C(C)=O)cc1 (stereo not given),1,/,/,-22,2,/,/,/,6,0.1
Cc1[nH]c(=O)[nH]c(=O)c1NC(=O)CSc1ncccc1-c1nc2ccccc2[nH]1,-3,6,-2,11,-23,-7,-4,i,0,0.8
Cc1ccc(/C=C(\NC(=O)c2ccccc2)C(=O)NCC2CCCO2)o1 (stereo not given),4,0,1,2,-8,-1,7,i,6,0.2
O=c1cc(CSc2nnc3ccccn23)c2c(ccc3ccccc32)o1,-2,1,-3,-8,-18,1,0,i,0,-1.2
COc1ccccc1NS(=O)(=O)c1ccc(C)c(C(=O)NCC(c2ccco2)N2CCCCC2)c1 (stereo not given),1,-3,1,1,4,-2,-8,i,6,-1.8
Cc1cc(C)n(-c2nc3c(c(=O)n(C)c(=O)n3C)n2Cc2cccc(Br)c2)n1,2,0,0,-3,1,0,-12,i,-8,-2.0
c1ccc2ncc(-n3ccnc3)cc2c1,1,4,0,2,15,-1,/,i,-6,-1.6
Cc1ccc(Cl)cc1N1CCN(C(=O)C2CCN(c3nnc(-n4cccc4)s3)CC2)CC1,-4,12,0,1,8,3,4,i,11,4.0
Cc1nnc(SCC(=O)Nc2ccc3[nH]c(=O)[nH]c3c2)s1,0,-2,0,0,7,0,-3,i,-26,-1.9
Cc1ccc(CN2C(=O)[C@@H]3Cc4c([nH]c5ccccc45)C(C)(C)N3C2=O)cc1,5,-1,0,3,-6,18,-3,i,-7,-0.4
COc1ccc(/C=N\n2nnc3ccccc32)cc1,4,-5,3,-7,-1,0,0,i,21,1.5
COc1ccccc1C(=O)NCCC(=O)NC1CCCCCC1,-3,1,-2,2,1,1,17,i,7,-1.5
O=c1nc(N/N=C/c2ccccn2)cn[nH]1,-3,3,-2,-13,8,-1,3,i,6,-0.5

# Of the compounds above, two contain bromine:
SMILES,MT1-MMP act inh,NadD inh,STEP inh,SUMO1-SIM PPI,CendR NRP1 mod,DNMT1 inh,Scp1 inh,Rpn11 inh,SKN-1 block,LMPTP block
CCc1ccc(S(=O)(=O)Nc2ccc(Br)cn2)cc1,2,2,0,5,13,1,3,i,3,-0.8
Cc1cc(C)n(-c2nc3c(c(=O)n(C)c(=O)n3C)n2Cc2cccc(Br)c2)n1,2,0,0,-3,1,0,-12,i,-8,-2.0

# Continued.
SMILES,MT1-MMP act inh,NadD inh,STEP inh,SUMO1-SIM PPI,CendR NRP1 mod,DNMT1 inh,Scp1 inh,Rpn11 inh,SKN-1 block,LMPTP block
CC1C/C(=N\NC(=O)c2ccc(NS(=O)(=O)c3ccc(Br)cc3)cc2)CC(C)(C)C1 (stereo not given),2,9,-2,4,-2,-6,-5,i,7,-1.7
Cc1cccc(CN2CCN(C3CN(Cc4ccccc4)S(=O)(=O)C3)CC2)c1 (stereo not given),4,-5,0,2,4,4,/,i,-5,-1.4
Cc1ccc(SCc2cc(=O)[nH]c(Nc3nc(C)c4cccc(C)c4n3)n2)cc1,-19,12,3,1,-2,-1,-3,i,-11,3.8
CC(C)=CC(=O)OCC(=O)Nc1ccc(SC(F)F)cc1,3,-5,2,0,20,4,-11,i,-3,0.0
Cc1cccc(CS(=O)(=O)Cc2ccc(C(=O)NCc3ccco3)o2)c1,3,-2,-5,1,-1,1,0,i,7,1.5
CCc1ccc(-c2cc(C)no2)cc1S(=O)(=O)N1CCN(c2ccc(C(C)=O)cc2)CC1,-12,2,1,-15,4,-4,-8,i,-3,5.9
Cc1cc(C)c(CN2CCCC(CNC(=O)c3ccc(F)cc3)C2)c(-n2cccn2)c1 (stereo not given),-5,-7,-2,2,2,1,-1,i,-9,0.1
O=C(Nc1nnc(SCC(=O)N2CCCc3ccccc32)s1)c1ccc2ccccc2c1,2,14,-3,-3,-5,-2,-18,i,10,1.2
Cc1ccc(C(=O)N2CCN(c3cccc(C)c3C)CC2)cc1S(=O)(=O)N1CCOCC1,0,3,-1,2,13,-7,-8,i,7,-0.2
CC1(C(=O)NS(=O)(=O)C2CC2)CCCN(C(=O)c2ccc3ccccc3c2)C1 (stereo not given),0,6,1,0,3,1,/,i,1,-1.3
O=C(O)CSc1nnc(-c2ccncc2)n1CCc1ccccc1,-2,-4,-1,1,-12,-5,2,i,-3,0.0
CC(C)C1C(=O)N(Cc2cn(CC3CCCCC3)nn2)CCS(=O)(=O)N1Cc1ccc(-c2ccncc2)cc1 (stereo not given),3,5,4,-2,-2,-1,/,i,21,0.7
CCN(CC)C(=O)CSc1nc2[nH]ncc2c(=O)[nH]1,-2,2,1,1,-7,4,-9,i,-4,-0.4
c1ccc2c(c1)oc1c(NCC3CCCO3)ncnc12 (stereo not given),3,-2,0,0,3,3,-7,i,17,-1.1
Nc1cc(Cl)ccc1N1C(=O)CCC1=O,-2,-4,-1,2,5,-5,-4,i,-8,-0.4
CN(CC(=O)Nc1ccccc1C(F)(F)F)CC(=O)N1CCCCCC1,2,-2,-1,5,7,1,0,i,15,-4.6
COn1c2c(c3c4nonc4ccc31)CCCC2,-22,-1,1,0,-10,-18,-8,i,6,1.5
COc1ccc(-c2cc(C(=O)c3c(N)n(C)c(=O)n(C)c3=O)c3ccccc3n2)cc1OC,8,4,1,2,-7,3,0,i,-3,2.4
Cc1ccc(NC(=O)c2cccs2)cc1S(=O)(=O)Nc1cccc(Cl)c1,1,2,-3,14,5,-9,-2,i,15,1.3
COc1ccc(NC(=O)NNC(=O)COc2ccc3cc(Br)ccc3c2)cc1OC,-2,0,1,-53,-3,47,1,i,-13,48
CCOc1cccc(CN2CCC(n3nccc3NC(=O)CCCc3ccccc3)CC2)c1,6,-4,-1,-4,-8,-1,1,i,5,0.2
C=Cc1ccc(C(=O)NC2CCCN(Cc3ccccc3F)C2)cc1 (stereo not given),-3,2,-4,-2,2,-14,-10,i,12,-3.4
CC(C)OC(=O)c1ccc2nc3ccccc3nc2c1,-3,-4,-1,-24,11,6,-12,i,34,0.6
CCOC(=O)c1sc(-c2ccc(C)cc2)c(C#N)c1C,-3,5,6,5,-6,1,-5,i,9,1.2
CCc1nc2ccc(C(=O)NCc3ccco3)cc2nc1CC,-3,-4,-2,-6,-7,5,3,i,-7,-1.3
O=C(O)C1C2C=CC(O2)C1C(=O)NCc1ccc(Cl)cc1 (stereo not given),7,-4,2,-1,-3,15,5,i,-37,0.3
CN(c1cccc(NC(=O)c2ccc(CN3CCc4ccccc4C3)cc2)c1)S(C)(=O)=O,-1,1,1,-2,5,-5,-10,i,-8,-0.2
CCC(C)C(CO)NCCCn1cnc(C(=O)Nc2ccc(C)c(C)c2)n1 (stereo not given),5,-4,-2,-1,-1,4,-8,i,3,-0.9
COC(=O)[C@]12CCCCC=C1N(CCc1ccc(OC)c(OC)c1)C(=O)[C@H](CC(=O)NCCCCc1ccccc1)C2,-3,/,/,0,1,/,/,/,2,0.4
CCOC(=O)C1CCN(S(=O)(=O)CCNC(=O)c2ccc(F)cc2)CC1,3,-6,-1,3,-4,4,-8,i,-6,-2.1
COc1ccccc1CN1CC(C(=O)NCc2cc(F)ccc2C)CCC1=O (stereo not given),4,-12,-1,0,12,0,1,i,14,-1.2
Cc1nc2ccccn2c1C(=O)/C=C/c1cccc([N+](=O)[O-])c1,5,-8,1,-9,-5,3,-2,i,-8,-1.2
Cc1ccc(CNC(=O)CCNS(=O)(=O)c2cccc3nonc23)cc1,3,-1,-2,-22,-5,0,-6,i,2,-0.4
COc1ccc(-c2nnc3ccc(SCC(=O)N4CCCC4)nn23)cc1,1,-4,3,-24,-5,4,-9,i,-2,-1.3
Cn1c(=O)c2c(ncn2CC(=O)N2CCN(S(=O)(=O)c3ccc(F)cc3)CC2)n(C)c1=O,0,7,-1,0,4,1,-4,i,14,-1.0

# From PubChem
